12-LOX inh: Primary qHTS assay for inhibitors of human arachidonate 12S-lipoxygenase (ALOX12): Round 2; Polyunsaturated fatty acid lipoxygenase ALOX12 (Homo sapiens), P18054; purified 12hLO, xylenol orange hydroperoxide absorbance; Potency, µM (series often up to 108 µM), inactives show top-dose activity change, negative = inhibition, usual class: inhibitors; hit rate 1.1% among 580,000; AID 1671190, 2021
Target sequence (P18054 whole entry, looked up): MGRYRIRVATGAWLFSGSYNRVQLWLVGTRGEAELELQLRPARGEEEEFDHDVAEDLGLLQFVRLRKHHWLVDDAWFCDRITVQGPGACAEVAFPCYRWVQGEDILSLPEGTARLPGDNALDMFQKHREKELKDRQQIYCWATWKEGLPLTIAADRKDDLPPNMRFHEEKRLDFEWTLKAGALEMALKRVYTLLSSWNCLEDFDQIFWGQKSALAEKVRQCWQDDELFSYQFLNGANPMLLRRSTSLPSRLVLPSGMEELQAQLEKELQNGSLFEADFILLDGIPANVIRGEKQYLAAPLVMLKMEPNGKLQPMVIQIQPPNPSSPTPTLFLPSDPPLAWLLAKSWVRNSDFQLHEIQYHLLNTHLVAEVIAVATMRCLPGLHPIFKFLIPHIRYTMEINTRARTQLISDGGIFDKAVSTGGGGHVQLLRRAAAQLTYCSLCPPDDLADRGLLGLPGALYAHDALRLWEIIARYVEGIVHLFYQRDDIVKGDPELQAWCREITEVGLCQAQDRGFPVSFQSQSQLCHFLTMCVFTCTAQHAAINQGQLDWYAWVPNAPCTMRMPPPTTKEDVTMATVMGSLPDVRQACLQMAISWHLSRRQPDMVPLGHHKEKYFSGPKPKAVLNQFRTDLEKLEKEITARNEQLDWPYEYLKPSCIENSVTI
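Purified human 12hLO (150 nM final) in 25 mM Hepes, 0.01% Triton X-100, pH 7.0 was preincubated 15 min at room temperature with compound. Then 40 uM arachidonic acid was added, 30 min. Hydroperoxide was read by Fe-XO absorbance ratio 573/405 nm.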
Vif-APOBEC3G blk: qHTS for Inhibitors of Vif-A3G Interactions: qHTS. DNA dC->dU-editing enzyme APOBEC-3G (Homo sapiens), Q9HC16. Potency, µM (doses to about 46.1 µM), inactives show at the top dose activity, negative = active, actives largely listed as inhibitors. HeLa A3G-eYFP + Vif (tagged APOBEC3G with the HIV-1 protein that degrades it), YFP fluorescence, overnight. hit rate 0.076% among 410,000;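 note: nearly all actives have a fitted effect of over 60% in size; hits raise eYFP signal because A3G escapes Vif-driven loss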
Target sequence (Q9HC16 whole entry, looked up): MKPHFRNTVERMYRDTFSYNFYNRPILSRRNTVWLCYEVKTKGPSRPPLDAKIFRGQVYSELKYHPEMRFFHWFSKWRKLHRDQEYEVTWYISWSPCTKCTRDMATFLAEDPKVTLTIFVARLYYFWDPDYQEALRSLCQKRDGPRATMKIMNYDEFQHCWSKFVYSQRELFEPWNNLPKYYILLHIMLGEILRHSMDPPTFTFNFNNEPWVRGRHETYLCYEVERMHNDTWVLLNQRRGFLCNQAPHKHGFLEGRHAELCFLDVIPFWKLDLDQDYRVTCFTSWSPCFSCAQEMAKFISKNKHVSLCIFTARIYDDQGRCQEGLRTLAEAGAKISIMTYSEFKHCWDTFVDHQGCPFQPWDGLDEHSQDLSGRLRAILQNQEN
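Read-out is eYFP fluorescence (Ex 488/Em 500-530) from Vif-expressing HeLa A3G-eYFP cells; more signal means A3G escaped Vif-mediated degradation. Cells plated overnight, compound pinned in, incubated overnight at 37 deg C.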
* = called active by the depositor; ? = inconclusive. Calls come from the whole dose curve; as a rule, active = well fitted curve in the direction sought with a large enough effect; inconclusive = small, poorly fitted or top-dose-only effect, or another doubt; inactive = no such curve, though single readings can be large; an effect the other way counts as inactive or inconclusive. % is set by controls: 0 for no effect and ±100 for the full control effect; potency is the fitted concentration of half-maximal effect. The list is partial; count on the stated rates, not on these rows.

Values run as follows: 12-LOX inh	Vif-APOBEC3G blk
CC(=O)c1cccc(NC(=O)C2(C)Cc3c(-c4cccc(C(F)(F)F)c4)ccnc3O2)c1 (configuration not stated)
→ 7.2%	-13.3%
CCCNC(=O)c1cc(C2CCCN(C(=O)c3ccc4c(c3)CCO4)C2)on1 (configuration not stated)
→ -2.3%	0.7%
O=C1CCc2cc(S(=O)(=O)Nc3cccc(Cl)c3)ccc2N1
→ -2.6%	-2.3%
COc1ccc(C(C)C)cc1-c1cccc2nncn12
→ -1.3%	-2.7%
COCCNc1nc(NCc2ccc(NC(C)=O)cc2)c2sccc2n1
→ -1.5%	4.5%
CCCC(=O)N1CCC1(C)C(=O)NS(=O)(=O)c1cccc(F)c1 (configuration not stated)
→ -1.2%	2.7%
Cc1cc2nc(-c3ccco3)c(Cc3cccc(F)c3)n2c(C)c1Br
→ 11.2µM*	?
CC1(C(=O)NS(=O)(=O)c2ccc(F)cc2F)CCN1C(=O)Cc1ccccc1 (configuration not stated)
→ -21.6%	-0.9%
CCc1nc2c(OCc3ccc(OC)cc3)cccn2c1N(C)C(=O)c1ccncc1
→ -0.6%	-2.7%
CC(=O)Oc1ccccc1Cn1c(C)c(C(=O)NCc2cccc(Cl)c2)sc1=O
→ -1.8%	-1.4%
NC(Cc1ccc(F)cc1)c1csc(Nc2ccc(C(=O)NCCCO)cn2)n1 (configuration not stated)
→ 4.6%	-5.1%
Cc1ccc2nc(-c3ccc(F)cc3)c(Cc3ccccc3C(F)(F)F)n2c1
→ -18.4%	-14.1%
CCOC(=O)C1=CCN(S(=O)(=O)c2ccccc2C)C1c1cccc(C)c1 (configuration not stated)
→ -7.1%	1.8%
C=CCNc1nc(Nc2ccc(OC)c(OC)c2)c2sc(-c3ccccc3)cc2n1
→ ?	?
COc1ccc(C(C)(O)c2nc(-c3ccoc3)cs2)cc1 (configuration not stated)
→ 28.2µM*	?
CC(C)Nc1ncnc2c1ncn2[C@H]1CN(Cc2ccncc2)C[C@@H](CO)O1
→ -1.9%	-4.1%
CC(=O)Nc1cnc(-c2cccc(C(=O)N(C)C)c2)cn1
→ -13.7%	-1.3%
O=C(c1cc(C2CCCCN2C(=O)CCCc2ccccc2)on1)N1CCOCC1 (configuration not stated)
→ -3.9%	0.0%
COc1cccc(-c2cnc(C(O)c3cc(C)cc(C)c3)[nH]2)c1 (configuration not stated)
→ 4.4%	-5.1%
COCCNC(=O)C1(C)Cc2c(-c3ccc(N(C)C)cc3)ccnc2O1 (configuration not stated)
→ 7.8%	-7.8%
CC1=C(C(=O)N(C)C)CC(CC(=O)NCc2cccs2)C(=O)N1Cc1ccc(C(C)(C)C)cc1 (configuration not stated)
→ -12.9%	-2.8%
COC(=O)c1ccc2nc(-c3ccc(F)cc3)c(Cc3ccccc3)n2c1
→ ?	-5.7%
CCNC(=O)C1(C)CCN(Cc2ccccc2-c2ccccc2)C1 (configuration not stated)
→ -7.2%	2.5%
O=C(NCCC(F)(F)F)c1cccc2c(-c3ccc(F)c(F)c3)coc12
→ -12.6%	0.5%
CCOC(=O)C1=C[C@@H](C(C)(C)C)N(S(=O)(=O)c2ccc(C)cc2)[C@H]1c1cccc2ccccc12
→ ?	-1.8%
Cc1ccc(NC(=O)C2(C)CCN2C(=O)CCC2CCCC2)cc1C (configuration not stated)
→ 1.6%	-0.4%
O=C(/C=C/[C@H]1O[C@@H](n2cnc3c(NC(=O)c4ccccc4)ncnc32)[C@H](O)[C@@H]1O)NCc1cccs1
→ -6.5%	0.2%
O=C1C(=Cc2cccc(F)c2)Cc2ccccc21
→ -7.0%	-4.5%
C=C1C(=O)[C@]23C[C@H]1CC[C@H]2[C@]1(C)[C@@H](OC(C)=O)CC[C@@](C)(C(=O)O)[C@H]1C[C@@H]3O
→ -1.1%	?
COc1ccccc1-c1cnc2c(Nc3cccc(OC(F)(F)C(F)F)c3)nccn12
→ -8.4%	-1.3%
Cn1c(=O)c2c(-c3ccccc3)n(-c3ccc(N)cc3)cc2n(C)c1=O
→ ?	-3.5%
CCC(=O)N1CCC1(C)C(=O)Nc1cccc(OC)c1OC (configuration not stated)
→ -0.8%	3.2%
O=S1(=O)CC(N2CCC(Cc3ccccc3)CC2)CN1Cc1ccccc1 (configuration not stated)
→ -82.7%	-2.8%
Cc1cccc(C)c1C(O)c1ncc(-c2ccccc2F)[nH]1 (configuration not stated)
→ -5.3%	-0.3%
O=C(Nc1cccc(C(F)(F)F)c1)c1csc([C@@H]2O[C@H](CO)[C@@H](O)[C@H]2O)n1
→ 4.6%	-1.7%
NC(Cc1ccc(C(F)(F)F)cc1)c1csc(Nc2cnccn2)n1 (configuration not stated)
→ -14.9%	-11.8%
COC(=O)c1ccccc1COc1cccn2c(N(C)CC3CC3)c(C)nc12
→ 1.3%	-13.3%
CCc1nc2c(OCc3ccccc3C(=O)OC)cccn2c1N(C)C(=O)c1ccncc1
→ -10.7%	-0.6%
O=C(Cc1csc2ccccc12)NCC1CC1
→ ?	-1.3%
CC1(C(=O)NC2CCCCCC2)CCN1C(=O)C1(c2ccccc2)CC1 (configuration not stated)
→ -19.4%	-8.4%
CC(=O)c1sc(Nc2ccc(Oc3ccccc3)cc2)nc1C
→ -13.0%	-15.1%
Cc1cccc(CN2CCN(C3CN(Cc4ccc([N+](=O)[O-])cc4)S(=O)(=O)C3)CC2)c1 (configuration not stated)
→ ?	-1.6%
c1ccc2ncc(-n3ccnc3)cc2c1
→ 6.5%	-1.8%
CN(C)c1ncnc2c1ncn2[C@H]1CN(Cc2cccnc2)C[C@@H](CO)O1
→ -18.9%	1.3%
Cc1cc(F)ccc1C(O)c1ncc(-c2cccc(OCc3ccccc3)c2)[nH]1 (configuration not stated)
→ -15.5%	-2.4%

Complete entries as entered above.
`CCc1nc2c(OCc3ccccc3C(=O)OC)cccn2c1N(C)C(=O)c1ccncc1` in the list: 12-LOX inh = -10.7%; Vif-APOBEC3G blk = -0.6%
`c1ccc2ncc(-n3ccnc3)cc2c1` in the list: 12-LOX inh = 6.5%; Vif-APOBEC3G blk = -1.8%

An excerpt taken from the entries so far, for reference:
Values run as follows: 12-LOX inh	Vif-APOBEC3G blk
COC(=O)c1ccccc1COc1cccn2c(N(C)CC3CC3)c(C)nc12
→ 1.3%	-13.3%
CCc1nc2c(OCc3ccccc3C(=O)OC)cccn2c1N(C)C(=O)c1ccncc1
→ -10.7%	-0.6%
O=C(Cc1csc2ccccc12)NCC1CC1
→ ?	-1.3%
CC1(C(=O)NC2CCCCCC2)CCN1C(=O)C1(c2ccccc2)CC1 (configuration not stated)
→ -19.4%	-8.4%

Continuation.
Values run as follows: 12-LOX inh	Vif-APOBEC3G blk
CCc1nc2c(OCc3ccccc3)cccn2c1N(C)C(=O)c1ccc2c(c1)OCO2
→ ?	-8.0%
Nc1ccn([C@@H]2O[C@H](C(=O)N3CCCN(Cc4cccs4)CC3)[C@@H](O)[C@H]2O)c(=O)n1
→ ?	-1.2%
O=C(NCC1CCCCC1)c1cc(-c2cc(F)ccc2OCC2CCCO2)n[nH]1 (configuration not stated)
→ -6.9%	-1.7%
CSc1ccc(NC(=O)C2(C)CCN2C(=O)c2sccc2C)cc1 (configuration not stated)
→ -13.7%	2.4%
CCCC(=O)N1CCC1(C)C(=O)Nc1ccc2c(c1)OCCO2 (configuration not stated)
→ -26.8%	1.8%
CC(C)(C)NC(=O)C1(C)CCC(=O)N1C1CC1 (configuration not stated)
→ -7.2%	-1.3%
CN(Cc1ccccc1)C(=O)c1ccc2nc([C@@H]3O[C@H](CO)[C@H](O)[C@H](O)[C@H]3O)[nH]c2c1
→ 2.2%	0.7%
O=S1(=O)CC(N2CCN(CC3CC3)CC2)CN1Cc1ccccc1 (configuration not stated)
→ -3.1%	-0.4%
CCc1nc2ccc(C(=O)NCC3CCCCC3)cn2c1N(CCC(C)C)CCN(C)C
→ 4.6%	-2.7%
CCc1nc2c(OCCOc3ccccc3)cccn2c1N(C=O)Cc1ccc(OC)cc1
→ -7.7%	-21.1%
CC(C)Oc1cc(F)ccc1-c1cc(C(=O)Nc2ccc(F)cc2)[nH]n1
→ 13.1%	-1.9%
OCc1cccc(-c2cnc3c(Nc4cccc(OC(F)(F)C(F)F)c4)nccn23)c1
→ -17.4%	-2.6%
CN(C)c1ccc(-c2ccnc3c2CC(C)(C(=O)NCc2ccccc2)O3)cc1 (configuration not stated)
→ -2.6%	-19.3%
COC(=O)c1ccc(Cn2c(C)c(C(=O)NCc3ccc(Cl)c(Cl)c3)sc2=O)o1
→ -28.6%	-4.7%
Cc1cccc(C)c1NC(=S)NC(=O)c1cccc(Cl)c1
→ 31.6µM*	-1.1%
CN1OC[C@@H]2CN(C(=S)NCCc3ccccc3)[C@H](c3ccc(N4CCCCC4)cc3)C[C@@H]21
→ 6.0%	-5.6%
COc1ccc(NC(=S)N2CCC3CC2c2cc(-c4ccc5c(c4)OCO5)ccc23)c(OC)c1 (configuration not stated)
→ ?	1.7%
CCc1nc2ccc(C(=O)N3CCN(C(=O)c4ccco4)CC3)cn2c1N(CC)Cc1cccc(Br)c1
→ 4.4%	-2.0%
N#Cc1ccc(C(=O)N2CCCC(c3cc(C(=O)NCc4cccnc4)no3)C2)cc1 (configuration not stated)
→ -6.0%	-3.7%
CSCCC(C(=O)Nc1c(C)cccc1C)N1CCN(C/C=C/c2ccccc2)CC1 (configuration not stated)
→ ?	-1.6%
COc1ccc(-c2cnc3c(NC=O)cc(-c4ccccc4)cn23)cc1OC
→ -23.6%	1.78µM*
Oc1ccc(C[C@H]2CN([C@@H](Cc3ccc(O)cc3)CN3CCC[C@@H]3CN3C(=S)NC[C@@H]3Cc3ccccc3)C(=S)N2CC2CCCCCC2)cc1
→ ?	-7.4%
O=C(O)c1nc(-c2ccccc2)c(C(=O)NC2CC2)[nH]1
→ 2.2%	4.0%
COC(=O)[C@H](Cc1ccccc1)NC(=O)CC[C@H]1O[C@@H](n2ccc(=O)[nH]c2=O)[C@H](O)[C@@H]1O
→ -8.4%	1.2%
CC(=O)Nc1ccc(-c2ccnc3c2CC(C)(C(=O)NCc2ccc(F)c(F)c2)O3)cc1 (configuration not stated)
→ ?	?
COc1ccccc1-c1ccc2c(c1)C(C)(Cc1ccc(Cl)c(Cl)c1)C(=O)N2 (configuration not stated)
→ -24.7%	-4.2%
C=CCCC(=O)N1C[C@@H](CO)[C@@H](NC)C[C@H]1c1ccccc1Br
→ 5.8%	-0.3%
CC1=C(C(=O)N(C(C)C)C(C)C)CC(CC(=O)NCCCCc2ccccc2)C(=O)N1Cc1ccc(C(C)(C)C)cc1 (configuration not stated)
→ -3.6%	-3.2%
CC1(C(=O)Nc2ccc3c(c2)OCO3)Cc2c(-c3cccc(C(F)(F)F)c3)ccnc2O1 (configuration not stated)
→ -17.9%	?
CCC(CC)C(=O)N(C)c1c(C)nc2c(OCc3ccccc3OC)cccn12
→ -7.8%	-3.1%
CC(C)CCNC(=O)C1(C)CCN1Cc1ccc2ccccc2c1 (configuration not stated)
→ -0.1%	-1.7%
Cc1ccc(Cl)cc1-c1cc(C(=O)N2CCN(c3ccncc3)CC2)[nH]n1
→ -4.3%	0.9%
COCOc1ccc(-c2ncc(OCCN3CCCC3=O)nc2NC(=O)c2cc3ccccc3s2)cc1
→ 8.8%	-6.3%
COCOc1cccc(CN2CCC(C)(Oc3ccc(C(C)=O)cc3)C2)c1 (configuration not stated)
→ 0.5%	-1.4%
COc1cccc(-c2cc3nc(NCc4ccccc4F)n(C)c(=O)c3s2)c1
→ ?	-15.0%
Brc1ccc2nc(-c3ccco3)c(CC3CCCCC3)n2c1
→ 15.8µM*	-4.6%

Among those listed so far, these have bromine.
Values run as follows: 12-LOX inh	Vif-APOBEC3G blk
Cc1cc2nc(-c3ccco3)c(Cc3cccc(F)c3)n2c(C)c1Br
→ 11.2µM*	?
CCc1nc2ccc(C(=O)N3CCN(C(=O)c4ccco4)CC3)cn2c1N(CC)Cc1cccc(Br)c1
→ 4.4%	-2.0%
C=CCCC(=O)N1C[C@@H](CO)[C@@H](NC)C[C@H]1c1ccccc1Br
→ 5.8%	-0.3%
Brc1ccc2nc(-c3ccco3)c(CC3CCCCC3)n2c1
→ 15.8µM*	-4.6%

Source: PubChem
